# S3 lipid droplet: qHTS Assay for Lipid Storage Modulators in Drosophila S3 Cells; Drosophila S3 cells, BODIPY lipid droplet fluorescence, 18-24 h; cells fed with added oleic acid; Potency in µM for hits, for the others lipid storage change, negative = inhibition, % at the top dose, mostly 46.1 µM; hit rate 0.64% among 320,000; AID 2685, 2010; active means well fitted inhibition curve with a large enough effect in the signal ratio, with a control signal flat, not every such curve was filed as active; inconclusive means small, poorly fitted or top-dose-only effect, or effect the other way, or a change in a side signal; the % refers to the signal ratio
#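 Drosophila S3 cells got compounds at several concentrations plus oleic acid (400 uM solution). Laser-scanning cytometry with 488 nm excitation read lipid droplets at 500-530 nm and cells at 575-640 nm. Percent activity was relative to 20 uM Triacsin C.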
# S3 lipid droplet cell count max: also measured in S3 lipid droplet; calls as there; cell number change, %; measured here: cell count max response;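 cells counted by Cell Tracker Red CMTPX staining in the red channel; peak over a dose series mostly up to 46.1 µM; percent activity relative to internal control wells on each plate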
# Active calls of the source: *; i = inactive; ? = inconclusive; . = no result given. On the % scale 0 is the no-effect control and ±100 the full control effect; potency means the concentration at half of the fitted maximal effect. These rows are one share of the data; rates above refer to the full screens.
# Value order – S3 lipid droplet | S3 lipid droplet cell count max
- COC(=O)/C=c1/s/c(=C(/C#N)C(=O)NCc2ccccc2)n(-c2ccccc2)c1=O
 : ? | .
- CN(C)c1cccc(C(=O)NNC(=O)NC2CCCCC2)c1
 : 0.9% | -5.4
- O=C(c1ccc2ccccc2c1)N1CCN(S(=O)(=O)/C=C/c2ccccc2)CC1
 : ? | .
- Cc1ccc(NC(=O)Cn2nnc(C(=O)NCc3ccco3)c2N)cc1
 : i | .
- CC1(C)Cc2ccccc2-c2nnc(SCc3ccccc3)n21
 : 8.1% | -7.4
- COc1ccc(N=C2SC(C(=O)Nc3ccc(OC)cc3)CC(=O)N2CCN2CCOCC2)cc1 (stereo not given)
 : ? | .
- O=C(Nc1ccccc1)OCc1cn(-c2ccc(Cl)cc2)nn1
 : i | -7.2
- O=C(Nc1ccc(C(F)(F)F)cc1)N1CCN(c2ccnc3cc(Cl)ccc23)CC1
 : ? | .
- COC(=O)c1ccccc1NC(=O)Nc1cc(C(C)(C)C)on1
 : ? | .
- O=C(NC1CCCN(Cc2ccc(Cl)cc2)C1)c1cnc2ccccn2c1=O (stereo not given)
 : ? | .
- O=C(O)C1CC=CCC1C(=O)Nc1ccccc1 (stereo not given)
 : i | .
- CCOC(=O)c1c(NC(=S)NC(=O)c2ccc(Cn3cc(Cl)cn3)o2)sc2c1CCC(C)C2 (stereo not given)
 : -24.2% | 1.5
- O=C(CN1C(=O)CSc2ccc(S(=O)(=O)N3CCOCC3)cc21)NCCCN1CCOCC1
 : -0.3% | 26.5
- O=C(c1ccc2ncsc2c1)N1CCN(c2ccccc2Cl)CC1
 : -2.8% | .
- CN(C)c1ccc(N=Nc2ccccc2C(=O)OCC(=O)N(C)c2ccccc2)cc1
 : ? | .
- Cc1cc(C)c2[nH]c(=O)c(CN(CC3CCCO3)S(=O)(=O)c3ccc4c(c3)OCCO4)cc2c1 (stereo not given)
 : -5.6% | -2.9
- O=C(/C=C(O)/C=C/c1ccc(O)cc1)/C=C/c1ccc(O)cc1
 : ? | .
- COc1ccc(-c2cc(C(F)(F)F)n3nc(C(=O)N4CCN5CCCC5C4)cc3n2)cc1OC (stereo not given)
 : 6.2% | 5.3
- Cc1[nH]c2ccccc2c1/C=N/NC(=S)NC(C)C
 : ? | .
- Cc1ccc(Cl)cc1NC(=O)CN1CCN(C(=O)C2CCCO2)CC1 (stereo not given)
 : ? | .
- O=C(NCCCn1ccnc1)C1CC(c2cccc(Br)c2)=NO1 (stereo not given)
 : ? | .
- N#CC(C(=O)Nc1ccccc1)=C1CCCCC1
 : i | .
- Cc1ccc(S(=O)(=O)N2CCOCC2)cc1NC(=O)COC(=O)c1cc(=O)[nH]c2ccccc12
 : ? | .
- CCCCN(C(=O)C1=COCCO1)c1c(N)n(CCC)c(=O)[nH]c1=O
 : ? | .
- O=C(NC1CCCCCC1)C1c2ccccc2C(=O)N1CCCN1CCOCC1 (stereo not given)
 : ? | .
- CCC(=O)c1ccc(OCc2ccccc2)c(OC)c1
 : ? | .
- CCOC(=O)c1c(N)sc(C(O)(C(F)(F)F)C(F)(F)F)c1-c1ccc(F)cc1
 : ? | .
- COCCn1c(C)cc(C(=O)COC(=O)c2cccc(O)c2)c1C
 : -0.3% | 2.8
- CC(=O)N1c2ccc(S(=O)(=O)NCCC(=O)NCCc3cccc(C)c3)cc2CC1C (stereo not given)
 : ? | .
- CCOC(=O)c1cccc(NC(=O)CSc2nc3ccccc3c(=O)n2CC)c1
 : i | .
- Cc1ccc(-c2csc(NC(=O)Cc3cccs3)n2)cc1C
 : ? | .
- c1ccc(-c2nn3c(-c4ccccc4)nnc3s2)cc1
 : ? | .
- COc1ccc(C2CC(C)(c3ccc(OC)cc3)Nc3ccccc3N2)cc1 (stereo not given)
 : ? | .
- CN(C)/C=C(/C(=O)c1ccccc1Cl)S(C)(=O)=O
 : ? | .
- COc1cc(NC(=O)CCN2C(=O)NC3(CCCC3)C2=O)c(OC)cc1Cl
 : -20.2% | -7.7
- O=C(CCCSc1nc2ccccc2[nH]1)Nc1ccccc1
 : -19.4% | -6.8
- Cc1ccc(C(=O)OCC(=O)NCc2ccco2)cc1
 : ? | .
- COc1ccc(-n2nc(C(=O)O)c3ccccc3c2=O)c(OC)c1
 : ? | .
- O=C(Nc1nnc(-c2ccc(Br)cc2)o1)C1=COCCO1
 : ? | .
- Fc1ccc(-c2nnc(CSc3nnc4ccccn34)o2)cc1
 : ? | .
- COC(=O)COc1ccc(S(=O)(=O)NCc2ccncc2)cc1
 : -10.6% | 18.7
- Cc1ccc(S(=O)(=O)N2CCC(C(=O)NNC(=O)c3ccccc3O)CC2)cc1
 : -0.9% | 19.6
- Cc1ccccc1-n1ccnc1SCC(=O)NCC1CCCO1 (stereo not given)
 : -22.1% | 8.1
- O=C(NCc1ccc2c(c1)OCO2)C1CCCN(S(=O)(=O)c2cccs2)C1 (stereo not given)
 : ? | .
- COc1ccc(C(=O)Nc2ccc(C(=O)NCC3CCCO3)cc2)c(OC)c1OC (stereo not given)
 : 0.4% | 8.0
- COc1ccc(OCC(=O)Nc2nnc(C)s2)cc1
 : ? | .
- COc1ccc(NC(=O)c2sc3nc(Cc4ccccc4)cc(C(F)(F)F)c3c2N)cc1OC
 : ? | .
- CC1CN(C)CCC1OC(=O)c1ccccc1 (stereo not given)
 : 29.8% | 7.5
- O=C(CCC1CCCN(C(=O)c2ccoc2)C1)NCc1ccccc1F (stereo not given)
 : ? | .
- CN(CC(=O)Nc1ccc(F)c(F)c1F)C(=O)C1CSC2(C)CCC(=O)N12 (stereo not given)
 : ? | .
- CCOC(=O)NC(=O)/C(C#N)=N\Nc1cccc(Cl)c1
 : ? | .
- Cc1nc(C)c(C(=O)OCC(=O)Nc2cccc(C)c2C)s1
 : 16.4µM* | -21.3*
- NC(=O)c1cc(S(=O)(=O)Nc2cccc(Cl)c2)cs1
 : 8.2% | 6.3
- CCN(CC(=O)Nc1c(F)cccc1F)C(=O)c1ccc2c(=O)n3c(nc2c1)CCC3
 : ? | .
- CCn1c(SC(C)C(=O)Nc2nnc(C)s2)nnc1-c1ccco1 (stereo not given)
 : 21.6% | 6.4
- COc1cc2[nH]c(=S)nc(NCCCOC(C)C)c2cc1OC
 : i | .
- O=C1CSC(c2c(F)cccc2Cl)N1c1cccc(F)c1 (stereo not given)
 : 6.6% | 10.3
- CC(C)(C)[C@@H]1C=C(C(=O)N2CCOCC2)O[C@H](OCc2ccc(CO)cc2)C1
 : 2.9% | 12.8
- O=c1oc2ccccc2c(Nc2ccc(Cl)cc2)c1[N+](=O)[O-]
 : ? | .
- Cn1c(CCCNC(=O)c2ccccc2)nc2ccccc21
 : i | .

# Of the compounds above, these contain a CF3 group:
# Value order – S3 lipid droplet | S3 lipid droplet cell count max
- O=C(Nc1ccc(C(F)(F)F)cc1)N1CCN(c2ccnc3cc(Cl)ccc23)CC1
 : ? | .
- COc1ccc(-c2cc(C(F)(F)F)n3nc(C(=O)N4CCN5CCCC5C4)cc3n2)cc1OC (stereo not given)
 : 6.2% | 5.3
- CCOC(=O)c1c(N)sc(C(O)(C(F)(F)F)C(F)(F)F)c1-c1ccc(F)cc1
 : ? | .
- COc1ccc(NC(=O)c2sc3nc(Cc4ccccc4)cc(C(F)(F)F)c3c2N)cc1OC
 : ? | .

# The main list resumes, starting 4 compounds before the break.
# Value order – S3 lipid droplet | S3 lipid droplet cell count max
- O=C1CSC(c2c(F)cccc2Cl)N1c1cccc(F)c1 (stereo not given)
 : 6.6% | 10.3
- CC(C)(C)[C@@H]1C=C(C(=O)N2CCOCC2)O[C@H](OCc2ccc(CO)cc2)C1
 : 2.9% | 12.8
- O=c1oc2ccccc2c(Nc2ccc(Cl)cc2)c1[N+](=O)[O-]
 : ? | .
- Cn1c(CCCNC(=O)c2ccccc2)nc2ccccc21
 : i | .
- CCOC(=O)C1CCCN(C(=S)Nc2ccc(Nc3ccccc3)cc2)C1 (stereo not given)
 : ? | .
- Cc1occc(=O)c1OCc1ccccc1
 : ? | .
- N#Cc1ccc(Oc2cnccn2)cc1
 : 2.6% | 16.3
- COCc1cc(C)nc2sc(C(=O)N3CCN(c4ccccc4)CC3)c(N)c12
 : ? | .
- Cc1ccc(S(=O)(=O)N2CCN(C(=O)CC(C)n3cncn3)CC2)cc1C (stereo not given)
 : ? | .
- COCC(C)n1c(SCc2cc(=O)n3cc(C)ccc3n2)nc2ccccc2c1=O (stereo not given)
 : 3.3% | 15.6
- Nc1nn(S(=O)(=O)c2cccc3nsnc23)cc1-c1ccc(Br)cc1
 : ? | .
- Cc1c(C#N)c(N=CN(C)C)c(C(=O)c2ccccc2)n1-c1ccc(Br)cc1
 : i | .
- COc1ccc(CCN(Cc2nc(-c3ccccc3)no2)Cc2nc(-c3ccccc3)no2)cc1OC
 : ? | .
- O=C(NCc1ccccn1)c1ccc(OC2CCN(Cc3ccccc3)CC2)cc1
 : ? | .
- COc1ccc(S(=O)(=O)N(CC(=O)O)c2ccccn2)cc1
 : ? | .
- COc1ccc(Cl)cc1NC(=O)/C=C\C(=O)O
 : ? | .
- CCn1cc(Br)c(C(=O)Nc2ccc(C(=O)OC(C)C)cc2)n1
 : ? | .
- Cc1ccc(C)c(NC(=S)NNC(=O)c2csc(C)c2)c1
 : ? | .
- O=C1/C(=C/c2ccncc2)N=C2CCCCCN12
 : ? | .
- COc1ccc(/C=N\NC(=O)c2ccccc2Cl)cc1COc1c(F)c(F)c(F)c(F)c1F
 : ? | .
- O=C(CC12CC3CC(CC(C3)C1)C2)N/N=C/c1ccc([N+](=O)[O-])o1
 : ? | .
- Cc1nc(NCCc2ccccc2)c2nnn(Cc3ccccc3)c2n1
 : -14.6% | 31.1
- COC(=O)c1sccc1NC(=O)C1CC(C)=C(C)CC1C(=O)O (stereo not given)
 : ? | .
- CN(Cc1ccccn1)C(=O)C1CCC(=O)N(Cc2cccc(C(F)(F)F)c2)C1 (stereo not given)
 : 7.6% | .
- Cc1sc2ncn(CC(=O)OC(C)C(=O)NC(C)(C)C)c(=O)c2c1C (stereo not given)
 : 4.5% | 11.8
- Oc1ccccc1-c1nc(NCc2cccnc2)c2ccccc2n1
 : 8.3% | 12.0
- CCCCCc1nnc(NC(=O)C2COc3ccccc3O2)s1 (stereo not given)
 : ? | .
- COc1ccccc1NC(=S)NCCN1CCOCC1
 : ? | .
- O=C(Nc1c(-c2ccccc2)nc2ccccn12)c1ccco1
 : i | .
- CC(=O)c1cccc(NC(=O)CCCSc2ccccc2)c1
 : ? | .
- COc1ccc(NC2SC(=O)N(C)C2=O)cc1 (stereo not given)
 : 0.1% | .
- COc1ccc(OC)c2c1nc1n2CCS1
 : ? | .
- Cn1c(SCc2ccccc2)nnc1-c1ccc2nonc2c1
 : -2.3% | -0.2
- CC(C)(C)n1nnnc1C(c1cccs1)N(Cc1ccccc1)Cc1cccnc1 (stereo not given)
 : i | .
- CN(C(=O)c1ccccc1C(=O)OCC(=O)Nc1ccc(OC(F)F)cc1)c1ccccc1
 : i | -6.0
- CC(C)(C)OC(=O)NCCCCCNC(=O)c1nc[nH]c1C(=O)NCc1ccccc1
 : 8.0% | -2.8
- CCOc1ccccc1N1CCN(Cc2ccc(OC)c(OC)c2OC)CC1
 : ? | .
- Cc1cc(C(=O)OCC(=O)Nc2nc(-c3ccccc3)cs2)c(C)o1
 : ? | .
- COc1ccc(N2CCN(CC(O)COc3ccc([N+](=O)[O-])cc3)CC2)cc1 (stereo not given)
 : ? | .
- Cc1ccc2c(c1)C(c1ccncc1)=NNC(c1ccc(F)cc1)=N2
 : ? | .
- CCOCCCNC(=O)C(c1ccc(OC)cc1)N(Cc1ccc2c(c1)OCO2)C(=O)c1ccccn1 (stereo not given)
 : ? | .
- CC1CN(C(=O)COC(=O)c2nn(-c3ccccc3)c(=O)c3ccccc23)CC(C)O1 (stereo not given)
 : ? | .
- CN1C(=O)C(O)(CC(=O)c2cccc(-n3cccc3)c2)c2ccccc21 (stereo not given)
 : ? | .
- CCOc1cc(C(=O)OCC(=O)Nc2cc(C)on2)ccc1OCC(C)C
 : ? | .
- COc1ccccc1N1CCN(C(=O)Nc2cccc(C)c2)CC1
 : 19.1% | -3.3
- CCCC(=O)C1=C(O)C(C(=O)OC)C(C)(C)CC1=Nc1ccccc1 (stereo not given)
 : i | 8.3
- CC(C)CNC(=O)c1ccc(NC(=O)c2ccccc2[N+](=O)[O-])cc1
 : ? | .
- COc1ccc(OC)c(CNc2nc3ccccc3n2CCN2CCCCC2)c1
 : ? | .
- FC(F)(F)c1cccc(N2CCN(c3nnnn3-c3ccccc3)CC2)c1
 : ? | .
- CCOC(=O)COc1cc(=O)n(CC)c2ccccc12
 : 10.1% | -0.6
- CCOC(=O)C1=C(COCCN)NC(C)=C(C(=O)OC)C1c1ccccc1Cl (stereo not given)
 : ? | .
- CCOC(=O)C1C(=O)C=C(N2CCOCC2)CC1c1cccc(OC)c1 (stereo not given)
 : ? | .
- COc1cccc(C(=O)NCCNC(=O)c2ccc(C)nc2)c1
 : ? | .
- OCC1(CCOc2ccccc2)CCN(Cc2ccc3c(c2)OCCO3)CC1
 : 24.8% | 0.3
- CN(C)c1ccc(N=C/C=C2\N(C)c3ccccc3C2(C)C)cc1
 : ? | .
- Cn1c(N)cc(-c2ccc(F)cc2)c(C#N)c1=O
 : ? | .
- Cc1nc(SCC(=O)NCc2ccco2)nc(C)c1C
 : ? | .
- CCCC(=O)Nc1sc(C(=O)OC)c(C)c1C(N)=O
 : ? | .
- CC1CCC(N(CCCN)Cc2ccco2)CC1C (stereo not given)
 : ? | .
- COc1ccc(CN2CCN(CC3CC3)CC2CCO)cc1C (stereo not given)
 : i | 11.3
- Cc1cccc(N2C(S)=C(C#N)C(=O)NC2c2ccco2)c1 (stereo not given)
 : 2.5% | -1.9
- O=C(Nc1nc2ccccc2[nH]1)c1ccc(Cl)c([N+](=O)[O-])c1
 : ? | .
- COc1ccc(OC)c(S(=O)(=O)NCCc2csc(-c3cccnc3)n2)c1
 : ? | .
